# Assay outcomes from PubChem.
# NPR2 activator: human GC-B receptor activators, primary screen, HEK293 GC-B cells, cGMP TR-FRET, EC30 CNP; 0% at EC30 CNP, 100% saturating CNP; activation, % at 10 µM; actives 0.11% (n = 370,000); AID 1920062, 2024;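 active = activation at 10 µM reaching about 35% in either raw or pattern-adjusted values, limit read from the data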
# Target sequence (P20594 whole entry, looked up): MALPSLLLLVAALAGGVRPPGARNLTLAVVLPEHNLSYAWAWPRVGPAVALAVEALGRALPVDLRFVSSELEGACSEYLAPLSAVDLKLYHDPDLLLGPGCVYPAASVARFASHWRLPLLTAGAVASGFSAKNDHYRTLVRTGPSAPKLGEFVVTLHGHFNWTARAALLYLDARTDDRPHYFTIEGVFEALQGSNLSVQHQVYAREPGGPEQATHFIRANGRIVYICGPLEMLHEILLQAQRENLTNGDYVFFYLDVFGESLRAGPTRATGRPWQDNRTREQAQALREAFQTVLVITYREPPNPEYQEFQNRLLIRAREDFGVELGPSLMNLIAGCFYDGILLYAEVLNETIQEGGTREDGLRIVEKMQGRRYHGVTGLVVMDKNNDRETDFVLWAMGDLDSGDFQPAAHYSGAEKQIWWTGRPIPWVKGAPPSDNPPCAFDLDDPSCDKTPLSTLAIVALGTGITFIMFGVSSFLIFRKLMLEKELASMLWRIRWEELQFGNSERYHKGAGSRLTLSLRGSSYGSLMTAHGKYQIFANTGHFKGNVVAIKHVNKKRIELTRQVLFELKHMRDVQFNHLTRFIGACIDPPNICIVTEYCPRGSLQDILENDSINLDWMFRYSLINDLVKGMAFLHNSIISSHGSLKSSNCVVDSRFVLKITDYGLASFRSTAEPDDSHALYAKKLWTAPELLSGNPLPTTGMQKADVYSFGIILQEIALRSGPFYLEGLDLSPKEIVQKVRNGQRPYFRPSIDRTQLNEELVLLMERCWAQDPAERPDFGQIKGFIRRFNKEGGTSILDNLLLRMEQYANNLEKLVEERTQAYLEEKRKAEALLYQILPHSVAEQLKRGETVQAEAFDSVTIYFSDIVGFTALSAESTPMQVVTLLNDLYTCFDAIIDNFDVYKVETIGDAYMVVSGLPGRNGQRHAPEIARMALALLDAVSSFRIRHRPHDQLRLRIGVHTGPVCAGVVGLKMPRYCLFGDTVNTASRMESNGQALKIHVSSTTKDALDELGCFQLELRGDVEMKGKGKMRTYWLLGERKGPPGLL
# SMARCA2 act: SMARCA2 (BRM) function activators, primary screen, cell-based, luminescence, high throughput | MG213 cells, MMTV-luciferase reporter, dexamethasone, overnight | activation, % at 9.1 µM | actives 1% (n = 370,000) | AID 652017, 2013; in the data active = activation above about 7.8%;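 note: 0% = vehicle wells and 100% = reference activator wells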
# rCAG binder: binders of r(CAG) RNA repeats, primary screen, biochemical, fluorescence. r(CAG) RNA repeat, TO-PRO-1 dye displacement fluorescence. inhibition, % at 3 µM. actives 1.3% (n = 370,000). AID 651821, 2012;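 active = inhibition above the plate cutoff, the mean of all test compounds on that plate plus 3 SD, cut at about 35% in these data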;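 note: 0% = DMSO alone and 100% = 100 µM mitoxantrone as full dye displacement; higher means more dye released from RNA so lower well fluorescence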
# ASAP1 GAP inh: inhibitors of human ASAP1 ArfGAP activity, primary screen, biochemical, fluorescence polarization | Arf-GAP with SH3 domain, ANK repeat and PH domain-containing protein 1 (Homo sapiens), … | ASAP1-stimulated ARF1 GTP hydrolysis, GDP FP detection | inhibition, % at 16.5 µM | actives 0.19% (n = 360,000) | AID 624377, 2012; in the data active = inhibition above about 25%;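 note: 0% = vehicle with enzyme and substrate and 100% = no enzyme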
# PG9 binder: binders of HIV-1 gp120 antibody PG9, primary screen, biochemical, TR-FRET; HIV-1 gp120 / PG9 antibody interaction; TR-FRET gp120-PG9 antibody binding; inhibition, % at 6.7 µM; actives 0.43% (n = 360,000); AID 624416, 2012; in the data active = inhibition above about 8.5%
# ABHD4 inh: ABHD4 inhibitors, primary screen, biochemical, fluorescence polarization, mouse. (Lyso)-N-acylphosphatidylethanolamine lipase (Mus musculus), Q8VD66. purified mABHD4, FP-Rh probe fluorescence polarization. inhibition, % at 8.92 µM. actives 0.54% (n = 370,000). AID 720543, 2013;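 active = inhibition exceeding the mean over every tested compound plus 3 SD, cut at about 30% in these data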;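 note: 0% = plate median of compound wells and 100% = S159A mutant with DMSO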
#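 Test system: mABHD4 protein; Read-out basis: % inhibition; Incubation: 45 min + 60 min at 25 °C; Repeats: single replicate; Technique: fluorescence polarization with parallel and perpendicular emission, 525/598 nm; Compound: 8.92 µM, single dose; Benchmarks: full inhibition S159A mutant plus DMSO, zero as sample-well median.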
# Rev-erbA mod: modulators of Rev-erb alpha DNA binding, primary screen, biochemical, FITC-DNA, fluorescence polarization, uHTS | Nuclear receptor subfamily 1 group D member 1 (Homo sapiens), P20393 | Rev-erbα–FITC-DNA binding, 90 min | activity, % at 10 µM | actives 0.79% (n = 370,000) | AID 1259318, 2017;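 active = activity above about 14%, limit read from the data; passing the limit was not always enough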;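 note: 0% = DMSO wells with 35 nM protein and 100% = DMSO wells with 750 nM protein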
# HTRA1 inhibitor: HTRA1 serine protease inhibitors, primary screen, biochemical, fluorescence polarization, HTS; Q92743; recombinant HTRA1, FP-rhodamine activity-based probe; inhibition, % at 5.96 µM; actives 0.5% (n = 340,000); AID 504803, 2011; in the data active = inhibition above about 36%;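 note: 0% = enzyme with DMSO and 100% = wells lacking enzyme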
# GC-A act: GC-A stimulated cGMP production enhancers – HEK293 GC-A cells, cGMP TR-FRET, EC30 ANP, primary screen. AID 1671463, 2021. Atrial natriuretic peptide receptor 1 (Homo sapiens), P16066. actives 0.14% (n = 370,000). 0% at EC30 ANP, 100% saturating ANP. activation, % at 10 µM; in the data active = activation above about 40%
# ARFGAP1 inh: inhibitors of rat ARFGAP1 GAP activity, primary screen, biochemical, fluorescence polarization, GDP tracer | ADP-ribosylation factor GTPase-activating protein 1 (Rattus norvegicus), Q62848 | Arfgap1-stimulated ARF1 GTP hydrolysis, GDP FP detection | inhibition, % at 16.5 µM | actives 0.26% (n = 360,000) | AID 651572, 2012;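 active = inhibition above a per-plate limit, mean inhibition of low control wells plus 3 SD, cut at about 25% in these data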;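 note: 0% = DMSO wells with enzyme and 100% = wells lacking Arfgap1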
#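 system = rat Arfgap1 catalytic domain, aa 1-136 | technique = FP, GDP Alexa 633 tracer displaced from anti-GDP antibody, 620/688 nm | compound = one concentration, 16.5 µM, DMSO 1.26% | medium = HEPES-based buffer, pH 7.5 | timing = compound-enzyme preincubation 20 min, reaction 120 min, detection 60 min, 25 °C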
# An asterisk follows results filed as active; nt = no result given.
# Each structure is followed by: NPR2 activator	SMARCA2 act	rCAG binder	ASAP1 GAP inh	PG9 binder	ABHD4 inh	Rev-erbA mod	HTRA1 inhibitor	GC-A act	ARFGAP1 inh
1) CCOc1cc2[nH]c(=S)n(Cc3ccc(C(=O)NCCCN4CCOCC4)cc3)c(=O)c2cc1OCC
    -0.9	-1.9	-2.1	-21.8	-0.9	-5.2	5.3	3.4	3.4	-1.9
2) CC(C)C[C@H](NC(=O)c1nccs1)C(=O)N1CCC[C@H]1C(=O)NCc1ccccc1
    -2.7	0.4	0.5	4.8	-1.4	0.8	-9.5	nt	-0.7	8.1
3) O=C(Nc1cccc(OCC(=O)N2CCOCC2)c1)C1CCCCC1
    -2.0	-0.2	-5.3	0.4	0.1	-3.2	5.9	10.2	2.3	-3.8
4) COc1ccc(CCNC(=O)COc2ccc(S(=O)(=O)NC(C)C)cc2Cl)cc1OC
    -5.5	nt	nt	nt	nt	nt	2.5	-0.8	4.6	nt
5) O=C(O)CCC(=O)Nc1ccc(N2CCOCC2)cc1
    -2.6	0.8	2.0	-2.2	-1.5	7.7	-3.7	1.0	-0.7	0.9
6) Cc1cc(N2CCC(C)CC2)nc2ccc(N3C(=O)CCC3=O)cc12
    6.1	-1.2	-6.2	-1.2	-1.8	0.8	-1.1	3.4	4.6	-9.4
7) Cc1nc(Nc2ccccc2Br)c2nnn(Cc3ccccc3)c2n1
    2.4	1.9	-6.0	-2.2	-0.2	-0.6	-0.2	-9.3	-1.3	5.7
8) O=C(NCCCn1ccnc1)c1ccc(Cl)cc1[N+](=O)[O-]
    2.8	-2.0	-0.4	-4.3	1.4	-0.6	3.5	1.0	-4.6	-6.3
9) O=C(O)c1sc2cc(C(F)(F)F)cnc2c1-c1ccccn1
    2.9	4.4	2.3	1.8	-3.5	-0.6	-4.7	-7.0	0.2	-2.9
10) CCN1C(=O)C(=CC=CN(C)c2ccccc2)SC1=S
    2.3	-0.2	-1.6	0.3	-1.9	-12.3	42.5*	-3.0	0.1	9.1
11) Cc1ccc(S(=O)(=O)Nc2ccc(C(=O)N3CCCC3)cc2)cc1
    11.2	-2.1	2.8	7.0	-1.0	3.9	-4.9	1.7	3.9	6.5
12) CCc1ccc(C(O)c2ncc(-c3cccc(F)c3)[nH]2)cc1 (stereo unspecified)
    1.8	-0.7	1.6	-3.3	0.8	-0.3	-2.8	nt	3.5	10.9
13) Nc1cccc(C#Cc2ccc3c(=O)c4ccccc4oc3c2)c1
    1.0	4.8	13.9	-4.2	-0.6	1.7	2.7	-3.8	-2.9	9.4
14) Cc1cc(C)n(CCc2nc(-c3cccs3)cs2)n1
    -7.9	0.4	-4.4	-4.7	-1.6	5.8	-4.0	-3.6	-5.0	1.3
15) COc1cccc(OC)c1C(=O)NC(=O)Nc1c(F)cc(F)cc1F
    1.3	2.3	0.0	5.9	-1.0	-0.7	7.2	nt	5.7	1.5
16) COc1ccc(CNC(=O)COC(=O)CN2C(=O)NC3(CCCC3)C2=O)cc1
    5.2	-1.2	4.9	-7.5	-1.3	-3.7	1.4	-6.9	1.2	-7.8
17) CCN(CC)CCNC(=O)c1ccccc1C(=O)c1ncc[nH]1
    -0.7	0.2	-3.8	9.2	-0.1	11.4	5.1	1.1	1.4	-6.7
18) C/C(=N\Nc1cccc([N+](=O)[O-])c1)c1cc(F)ccc1O
    -1.9	7.4	14.0	5.0	-0.5	11.0	-0.3	-0.1	0.6	2.5
19) Cc1c(/C(O)=C2/C(=O)C(=O)N(CCN3CCOCC3)C2c2ccco2)cnn1-c1ccccc1 (stereo unspecified)
    4.9	-6.4	3.1	5.8	-2.6	4.6	0.3	4.0	1.8	4.7
20) Cc1cccc(C)c1-n1nnnc1C(c1ccnc2ccccc12)N1CCOCC1 (stereo unspecified)
    -1.8	2.9	0.0	13.4	0.6	4.0	-1.8	nt	-4.6	2.7
21) CC(Oc1ccc(Br)cc1)C(=O)NCC1(N2CCCCC2)CCCCC1 (stereo unspecified)
    -3.6	-2.2	0.1	-2.8	-0.9	-0.9	-2.4	-8.3	-10.9	0.5
22) CC(=O)c1cccc(NC(=S)N2CCN(S(=O)(=O)c3ccc(F)cc3)CC2)c1
    1.8	-0.2	9.1	3.2	0.4	-11.3	-1.9	-5.4	2.1	5.8
23) Cc1cc(NC(=O)CSc2nc(-c3ccc(Cl)cc3)cs2)no1
    -9.1	-3.5	0.4	4.9	-1.4	-2.7	-3.1	-11.8	11.2	15.7
24) COc1ccc(CCCc2nnc(SCC(=O)Nc3ccc(OC)cc3)o2)cc1
    -4.7	-1.8	-0.4	-1.6	-1.9	-8.2	-3.6	-2.6	-2.4	6.4
25) COc1ccc(Cl)cc1NC(=O)CC1S/C(=N/N=C2CCCCCC2)NC1=O (stereo unspecified)
    -0.5	-0.4	33.4	11.2	-0.1	-4.0	4.3	-3.4	-5.0	7.9
26) COc1ccc(CNC(=O)c2cc(-c3ccc(OC)c(OC)c3)on2)cc1
    5.5	-0.8	-2.7	2.4	-1.7	1.1	-1.1	1.5	-1.3	-3.1
27) CCC(=O)NCCc1nc2ccccc2n1CC
    2.9	-1.7	0.9	-2.0	1.0	10.8	9.2	-2.7	6.7	14.2
28) Cc1cccc(CN2C(=O)c3ccccc3S(=O)(=O)c3ccc(C(=O)NCCCN4CCCC4)cc32)c1
    -6.8	-1.7	7.4	13.3	-0.9	-6.4	0.9	-21.0	-1.4	-8.4
29) COc1ccccc1NS(=O)(=O)c1cccc2cccnc12
    -4.4	1.5	1.9	2.6	-0.6	-3.0	-5.7	1.7	1.1	3.0
30) COc1ccc(CN2CCN(C(C)C)C(CCO)C2)cc1Cn1cncn1 (stereo unspecified)
    -1.6	-3.6	-0.1	0.6	-0.5	4.6	0.6	7.9	3.2	-3.8
31) COc1ccccc1C1CC(c2ccccc2)=NN1S(=O)(=O)c1ccccc1 (stereo unspecified)
    -0.3	-2.8	1.3	2.3	0.2	-5.8	13.7	-22.2	0.2	5.1
32) Cc1ccn2c(=O)c(C(=O)NC3CCCCC3C)c(O)nc2c1 (stereo unspecified)
    -4.7	-0.8	0.8	-3.2	0.2	3.7	-2.3	0.8	2.0	10.4
33) O=C(c1ccccc1)c1nccc2ccccc12
    3.1	0.9	-0.1	-7.0	-1.2	-0.9	-2.7	0.9	1.4	3.0
34) CCNC(=S)NNc1nc(N2CCOCC2)nc(N2CCOCC2)n1
    1.9	-2.2	-3.0	3.3	-1.9	-4.2	-2.3	0.1	-2.5	-3.9
35) CC(=O)OCC(=O)Nc1ccccc1C
    0.8	-3.4	-0.4	-5.6	-0.7	-1.2	3.0	2.6	-3.1	-6.1
36) COC(=O)c1sccc1NC(=O)c1c(C)cc(=O)oc1C
    -2.9	-0.3	-0.8	-2.4	0.1	1.0	3.1	3.6	2.8	10.4
37) Cc1ccc(-c2nc3c(C)cc(Br)cn3c2Cc2ccccc2)cc1
    18.2	-3.0	10.3	0.3	1.9	-7.9	27.0*	nt	13.0	-7.0
38) CC(C)NC(=O)CS(=O)(=O)c1ccccc1
    -3.9	-0.1	0.0	-4.4	3.7	-5.9	3.3	8.9	-1.2	-4.6
39) CCOC(=O)c1c(N)sc(C(O)(C(F)(F)F)C(F)(F)F)c1-c1ccc(OC)cc1OC
    -6.1	-1.8	-4.7	11.9	-1.1	-16.4	-0.5	-14.1	-0.9	-9.5
40) O=C(CCC(=O)N1CCOc2ccc(Cl)cc21)NCCCN1CCOCC1
    4.6	-1.7	-1.3	-6.2	-0.7	-6.5	0.4	11.8	2.9	-6.0
41) CN(C)S(=O)(=O)c1cccc(NC(=S)NC23CC4CC(CC(C4)C2)C3)c1
    -1.4	-2.0	11.4	4.0	-2.1	-7.2	2.2	-19.1	-3.5	-1.4
42) O=C(c1cc(F)c(F)c(F)c1F)N1CCN(Cc2ccc3c(c2)OCO3)CC1
    1.4	-1.7	-7.5	-4.2	-0.3	-0.7	1.9	3.9	5.3	-1.1
43) COc1ccc(CCNC(=O)Cc2ccc(NS(=O)(=O)c3ccc(F)cc3)cc2)cc1OC
    2.3	-4.0	5.8	3.1	0.9	-5.8	6.7	6.8	3.1	7.6
44) Cn1c(=O)oc2cc(S(=O)(=O)Nc3ccc4c(c3)OCO4)ccc21
    4.3	3.1	5.0	0.5	-2.6	8.8	5.5	10.3	5.5	-0.9
45) CC(=O)c1ccc(-c2nnc(CCC(=O)N(C)Cc3cnc4ccccn34)o2)s1
    4.1	-1.2	-0.2	-4.2	-1.4	5.4	-0.7	-8.5	-0.5	0.5
46) CCSCC(C)(C)n1[nH]c2ccccc2c1=O
    0.7	3.5	2.2	11.3	-1.9	-6.5	-3.2	-4.8	0.3	9.3
47) CSc1ncc(C(=O)Nc2cccc(C)c2C)c(C)n1
    8.2	2.5	2.0	-18.4	0.1	-0.1	3.0	0.2	-1.6	-2.6
48) Cn1c(NCCN2CCCCC2)cc(=O)n(C)c1=O
    1.3	-0.1	-2.3	-4.0	-0.4	4.0	-5.3	-1.5	3.9	2.7
49) CCOC(=O)CSc1nc(-c2ccccc2)nc2ccc(F)cc12
    -1.0	2.0	-2.5	-6.6	0.1	-0.7	8.4	2.4	2.9	1.2
50) COC(=O)C1CN(CC(C)C)CCS(=O)(=O)N1Cc1cccc(Cl)c1 (stereo unspecified)
    -3.5	-2.3	-0.5	nt	nt	1.1	7.1	nt	-10.6	nt
51) OCc1nc2ccccc2n1C/C=C/c1ccccc1
    -6.4	-6.7	-1.2	11.6	-0.6	1.1	-2.5	2.4	14.4	-13.0
52) Cc1cc(Br)ccc1NC(=O)CN1C(=O)CCC1=O
    0.0	-0.6	13.3	-6.3	-0.1	-3.9	2.3	3.6	0.8	7.9

# Gathered by group: the entries above containing a COOH group (2)
# Each structure is followed by: NPR2 activator	SMARCA2 act	rCAG binder	ASAP1 GAP inh	PG9 binder	ABHD4 inh	Rev-erbA mod	HTRA1 inhibitor	GC-A act	ARFGAP1 inh
5) O=C(O)CCC(=O)Nc1ccc(N2CCOCC2)cc1
    -2.6	0.8	2.0	-2.2	-1.5	7.7	-3.7	1.0	-0.7	0.9
9) O=C(O)c1sc2cc(C(F)(F)F)cnc2c1-c1ccccn1
    2.9	4.4	2.3	1.8	-3.5	-0.6	-4.7	-7.0	0.2	-2.9

# Arranged by the number under ABHD4 inh (largest number first): three from the list above
no. | structure | ABHD4 inh
11 | Cc1ccc(S(=O)(=O)Nc2ccc(C(=O)N3CCCC3)cc2)cc1 | 3.9
47 | CSc1ncc(C(=O)Nc2cccc(C)c2C)c(C)n1 | -0.1
40 | O=C(CCC(=O)N1CCOc2ccc(Cl)cc21)NCCCN1CCOCC1 | -6.5
